GPR7 antag: GPR7 receptor antagonists, primary screen, cell-based, fluorescence, single concentration; inhibition, % at 4.4 µM; GPR7-expressing cells, fluorescence antagonist assay; 290,000 compounds, 1.1% hits; in the data active means inhibition above about 16%, passing the limit was not always enough;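 further: cells stimulated with the agonist NPW; 0% = agonist with vehicle and 100% = vehicle without agonist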
Target sequence (P48145 whole entry, looked up): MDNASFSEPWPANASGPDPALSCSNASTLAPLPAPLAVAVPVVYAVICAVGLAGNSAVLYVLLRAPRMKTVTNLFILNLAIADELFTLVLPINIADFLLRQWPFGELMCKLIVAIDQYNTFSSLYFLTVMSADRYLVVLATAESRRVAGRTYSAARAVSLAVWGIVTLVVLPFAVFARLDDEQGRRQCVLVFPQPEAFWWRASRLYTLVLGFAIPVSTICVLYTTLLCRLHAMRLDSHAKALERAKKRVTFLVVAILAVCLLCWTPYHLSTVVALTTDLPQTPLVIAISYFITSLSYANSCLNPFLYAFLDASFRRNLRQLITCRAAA
IMP-1 inh: IMP-1 metallo-beta-lactamase inhibitors, primary screen, biochemical, epi-absorbance readout, Pseudomonas aeruginosa enzyme; metallo-beta-lactamase IMP-1 (Pseudomonas aeruginosa); purified IMP-1, nitrocefin hydrolysis, epi-absorbance fluorescence; inhibition, % at 5.6 µM; 290,000 compounds, 0.45% hits; AID 1556, 2009;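 active means inhibition above the mean plus 3 SD of all compounds in the same screening run, cut at about 4.5% in these data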;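 further: 0% = IMP-1 with DMSO and 100% = DMSO wells lacking enzyme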
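Material – recombinant IMP-1 enzyme, purified · Amount – IMP-1 0.2 nM before substrate addition · Medium – HEPES buffer pH 7.1 with ZnSO4 and Brij 35 · Timing – 25 °C, 15 min preincubation, 25 min reaction · Measured by – plate fluorescence quenching by hydrolysis product, ex 480/em 530 nm · Read-out – percent enzyme inhibition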
V1R ag counter: agonists of human V1a receptor, primary screen, counter-screen for OXTR agonist project, fluorescence, CHO-V1R cells; 320,000 compounds, 0.25% hits; activation, % at 3 µM; AID 2797, 2010; Fluo-8 calcium fluorescence, agonist mode; 0% DMSO, 100% 3 nM vasopressin; Vasopressin V1a receptor (Homo sapiens), P37288;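 active means activation above the mean activation of all tested compounds plus 3 SD, per screening run, cut at about 20% in these data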;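 further: signal is peak over basal fluorescence ratio across a 100 second FLIPR read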
GalR3 antag: GalR3 antagonists in HEK293 cells, primary screen, cell-based, fluorescence readout | 360,000 compounds, 0.44% hits | Galanin receptor type 3 (Homo sapiens), O60755 | inhibition, % at 3 µM | HEK293 GalR3-CNG cAMP membrane potential fluorescence; galR3 body fused to GalR1 C-terminus;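 active means inhibition above the screen-wide average plus 3 SD, cut at about 13% in these data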;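 further: forskolin and galanin both at EC90 stimulate the cells; cAMP rise reported by CNG channel membrane potential dye signal; 0% = forskolin plus galanin with DMSO and 100% = forskolin alone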
DNA FID counter: compounds displacing fluorescent DNA intercalator, primary screen, artefact control for HCV NS3 helicase inhibitor project, biochemical, FID fluorescence; 290,000 compounds, 0.17% hits; inhibition, % at 7.9 µM; DNA fluorescent intercalator displacement; in the data active means inhibition above about 37%;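 further: 0% = vehicle and 100% = reference compound; higher means more ethidium bromide displaced from hairpin DNA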
PHOSPHO1 block: PubChem AID 1565; Phosphoethanolamine/phosphocholine phosphatase (Homo sapiens), Q8TCT1; inhibition, % at 13.3 µM; 290,000 compounds, 1.1% hits; recombinant PHOSPHO1, absorbance phosphatase assay; in the data active means inhibition above about 60%
Target sequence (Q8TCT1 whole entry, looked up): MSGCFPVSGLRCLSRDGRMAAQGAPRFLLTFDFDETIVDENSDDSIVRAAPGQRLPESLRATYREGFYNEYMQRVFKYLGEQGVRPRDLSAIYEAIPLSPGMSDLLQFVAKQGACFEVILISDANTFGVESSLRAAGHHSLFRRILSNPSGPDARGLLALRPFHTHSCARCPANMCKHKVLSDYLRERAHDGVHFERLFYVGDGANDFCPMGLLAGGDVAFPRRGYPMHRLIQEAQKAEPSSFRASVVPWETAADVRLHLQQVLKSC
OXTR ag: human OXTR agonists, primary screen, fluorescence, CHO-OTR cells, Fluo-8 calcium; Oxytocin receptor (Homo sapiens), P30559; Fluo-8 calcium fluorescence; normalized: DMSO 0%, oxytocin 100%; activation, % at 3 µM; 320,000 compounds, 0.32% hits; AID 2435, 2010;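 active means activation above the mean of all tested compounds plus 3 SD, cutoff set per screening run, cut at about 20% in these data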;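 further: peak over basal fluorescence ratio from a 100 s FLIPR kinetic read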
Target sequence (P30559 whole entry, looked up): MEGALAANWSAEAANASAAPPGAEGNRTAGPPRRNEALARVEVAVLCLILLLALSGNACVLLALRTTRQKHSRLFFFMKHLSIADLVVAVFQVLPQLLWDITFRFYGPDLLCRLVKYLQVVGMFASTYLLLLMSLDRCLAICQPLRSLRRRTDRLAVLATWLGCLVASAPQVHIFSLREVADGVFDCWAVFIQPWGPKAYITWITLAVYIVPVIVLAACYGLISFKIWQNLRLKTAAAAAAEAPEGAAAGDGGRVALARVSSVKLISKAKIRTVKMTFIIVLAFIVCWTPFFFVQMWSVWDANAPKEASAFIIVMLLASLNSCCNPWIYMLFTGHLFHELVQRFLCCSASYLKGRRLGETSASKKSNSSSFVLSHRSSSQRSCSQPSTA
NS3 helicase inh: inhibitors of HCV NS3 helicase, primary screen, biochemical, Cy5 molecular beacon fluorescence | Hepatitis C virus NS3 helicase | inhibition, % at 10.9 µM | 290,000 compounds, 0.56% hits | AID 1800, 2009 | NS3 helicase DNA unwinding;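 active means inhibition above the mean of all tested compounds plus 3 SD, set per campaign, cut at about 35% in these data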;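 further: 0% = DMSO wells and 100% = thioflavine S control wells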
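Assay system: hepatitis C virus NS3 helicase domain fragment enzyme. Also added: annealed dual-labelled DNA beacon duplex, ATP-started. Timing: 1 h reaction at 25 °C, ATP-initiated. Technique: Cy5 fluorescence at 0 and 60 min, beacon hairpin quenching. Evaluation: % inhibition of unwinding. Replication: one well per compound.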
VIM-2 inhibitor: VIM-2 metallo-beta-lactamase inhibitors, primary screen, biochemical, epi-absorbance readout, Pseudomonas aeruginosa enzyme; inhibition, % at 5.6 µM; 290,000 compounds, 0.89% hits; purified VIM-2, nitrocefin hydrolysis, epi-absorbance fluorescence;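 active means inhibition above the mean of all tested compounds plus 3 SD, cutoff set per screening run, cut at about 7.5% in these data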;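 further: red hydrolysis product quenches plate fluorescence so inhibitors raise well fluorescence; 0% = enzyme with DMSO and 100% = DMSO without enzyme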
Numbers without * were called inactive; nt = no result given.

SMILES	GPR7 antag	IMP-1 inh	V1R ag counter	GalR3 antag	DNA FID counter	PHOSPHO1 block	OXTR ag	NS3 helicase inh	VIM-2 inhibitor
CC1(C)CC(=O)C(C=Nc2ccc(NC3=C(C#N)C(=O)CC(C)(C)C3)cc2)=C(O)C1	-3	-2.2	1.7	2	-22	32	1.4	-8	-0.5
COc1ccc(-c2nc(NC(=O)c3ccccc3)sc2-c2ccc([N+](=O)[O-])cc2)cc1	-2	-1.8	1.2	1	3	24	1.1	9	-2.1
[O-]/C(=C(\C(=S)Nc1ccc(Cl)cc1)[n+]1ccccc1)c1ccc(OC(F)F)cc1	-11	-1.9	-0.1	-9	6	-62	-0.9	-13	0.0
CCC(C(=O)Nc1cc(C(=O)Nc2cc(C)ccn2)ccc1Cl)c1ccccc1 (stereo unspecified)	-2	-2.9	0.9	-2	-19	-11	-1.9	-19	-0.9
CCc1c(C)[nH]c(C(=O)OCc2ccccc2)c1C	3	-0.9	nt	-3	-12	3	nt	-7	0.5
O=C(O)CCCn1cc(NC(=O)c2cc(F)c(F)cc2Cl)cn1	-12	-1.3	1.8	-3	-1	47	0.7	0	-0.2
CC1CCCCC1NC(=O)COC(=O)CNC(=O)c1cccc(F)c1 (stereo unspecified)	-12	0.0	1.1	-4	0	-35	-0.2	-4	0.5
CSCCC1C(=O)OC2(C)CC(C)(C)NC(=S)N12 (stereo unspecified)	-9	-2.3	1.2	-3	3	2	0.6	-8	-3.0
O=C(N/N=C/c1cc([N+](=O)[O-])ccc1Cl)c1cc(-c2ccccc2)nc2ccccc12	-5	-2.4	0.4	1	-2	25	-0.1	0	-2.7
Cc1nc2ncnn2c(N2CCN(C(c3ccccc3)c3ccccc3)CC2)c1C	-4	0.1	-0.3	-5	-32	7	-1.1	-19	-0.4
CCOC(=O)C1=C(C)NC2=C(C(=O)CC(c3ccc(OC)c(OC)c3)C2)C1c1ccc(C)o1 (stereo unspecified)	-7	-1.2	2.0	-6	-25	13	2.2	5	-0.8
O=C(NC(Cc1ccccc1)C(=O)O)C1CCCCC1 (stereo unspecified)	-13	-1.6	0.3	-2	-1	-9	0.2	7	0.2
CC(=O)Nc1ccc(S(=O)(=O)N2CCN(C(=O)c3ncoc3-c3ccccc3C)CC2)cc1	-2	0.6	0.4	-8	-18	32	1.3	4	-1.5
CC(C)CCN1C(=O)C2(OCCCO2)c2cc(Cl)ccc21	-19	-0.5	-0.3	-4	-20	nt	-2.4	-5	-0.7
Cn1c(=O)c(C(=O)COC(=O)c2cc(-c3ccco3)nc3ccccc23)c(N)n(Cc2ccccc2)c1=O	2	-1.4	0.1	nt	-27	-11	0.4	11	-0.1
CCc1ccc(CNC(=O)Cn2nc(-c3ccccc3)ccc2=O)cc1	31*	-0.3	3.6	2	-28	30	3.1	7	1.9
CCOC(=O)C1(CC)NC(c2ccco2)C2C(=O)N(c3ccc(C)cc3)C(=O)C21 (stereo unspecified)	-16	-1.0	0.6	-6	-11	-14	-0.9	16	-3.3
O=C(CNCc1cccnc1)Nc1cc(C(F)(F)F)ccc1N1CCOCC1	-8	-0.6	0.7	6	-6	7	-0.7	-6	-2.1
Cc1ccc2cccc(NS(=O)(=O)c3ccccc3)c2n1	-5	-1.8	0.6	-3	-12	20	-0.1	-3	-1.6
O=C1CC(c2ccc(Br)cc2)NC(c2ccc(Br)cc2)C1c1ccccc1 (stereo unspecified)	-5	-4.2	-0.1	nt	-4	-10	-1.3	-1	-2.4
Cc1ccc(NC(=O)CCSc2nnc(C)o2)cc1	-1	-4.6	0.0	-4	-4	36	-0.7	0	-2.7
O=C(NC1CCCC1)C1CCCN(S(=O)(=O)c2cnc[nH]2)C1 (stereo unspecified)	-1	-2.4	1.0	1	-3	9	1.2	-4	-2.4
CCc1ccc(C(=O)NNC(=O)CCC2CCCCC2)cc1	-22	-2.0	0.2	-12	-24	44	0.5	-1	-4.5
CCOC(=O)C1CCN(Cc2cnc(NC(=O)OC)s2)CC1	-3	-0.2	0.4	-3	-2	16	1.2	-3	-1.4
COc1cccc(NC(=O)c2ccc(NC(=O)C3CC(=O)OC34CCCCC4)cc2)c1 (stereo unspecified)	2	0.4	-0.1	-5	-23	38	-0.2	-8	-0.3

Arranged by SMILES length (ascending): four of the compounds above
SMILES	GPR7 antag	IMP-1 inh	V1R ag counter	GalR3 antag	DNA FID counter	PHOSPHO1 block	OXTR ag	NS3 helicase inh	VIM-2 inhibitor
O=C(NC(Cc1ccccc1)C(=O)O)C1CCCCC1 (stereo unspecified)	-13	-1.6	0.3	-2	-1	-9	0.2	7	0.2
CCOC(=O)C1CCN(Cc2cnc(NC(=O)OC)s2)CC1	-3	-0.2	0.4	-3	-2	16	1.2	-3	-1.4
CC1CCCCC1NC(=O)COC(=O)CNC(=O)c1cccc(F)c1 (stereo unspecified)	-12	0.0	1.1	-4	0	-35	-0.2	-4	0.5
O=C(N/N=C/c1cc([N+](=O)[O-])ccc1Cl)c1cc(-c2ccccc2)nc2ccccc12	-5	-2.4	0.4	1	-2	25	-0.1	0	-2.7

Next structures:
SMILES	GPR7 antag	IMP-1 inh	V1R ag counter	GalR3 antag	DNA FID counter	PHOSPHO1 block	OXTR ag	NS3 helicase inh	VIM-2 inhibitor
Cn1cc(Cl)c(C(=O)OCC(=O)c2ccccc2)n1	0	-1.1	0.7	-8	-6	13	0.4	6	-1.8
CCc1ccccc1NC(=O)C1CC(c2ccc(OC)cc2)=NO1 (stereo unspecified)	-15	-4.7	-0.8	-9	-28	39	1.1	-4	-0.6
COC(=O)c1c(-c2cccnc2)csc1NC(=O)c1cc(C)on1	-15	-2.7	1.0	-6	-21	24	0.0	3	9.7*
Cc1cc(NC(=O)CSc2ccc(-c3nc4cc(C)c(C)cc4[nH]3)cn2)no1	19	-0.6	-1.2	nt	-3	18	-1.8	-4	1.8
CCOc1ccc(CN(C)CC(=O)Nc2ccc([N+](=O)[O-])cc2Cl)cc1	-5	-3.4	1.8	-12	4	-12	-0.8	-2	-1.1
CCc1nnc(NC(=O)CN2CCN(C(=O)c3ccccc3)CC2)s1	-6	-4.1	-0.8	-7	-9	-9	0.3	-21	-4.6
COc1ccc(NC(=O)CN2CCN(CC(=O)Nc3ccccc3OC)CC2)c(OC)c1	-19	-2.5	nt	-10	-26	23	nt	8	-2.7
O=C(Cc1noc2ccccc12)Nc1ccc2ccccc2c1	3	-2.5	-0.1	-9	-5	-6	-0.8	2	-4.0
COc1ccc(CNC(=O)Nc2cccc3ccccc23)cc1	-9	-3.7	0.1	-1	-11	7	0.1	4	-1.9
COc1cc(SC)ccc1C(=O)OCC(=O)NC1CCCC1	-4	-1.4	-0.5	-2	-24	48	-0.9	6	-4.0
CN(C)CC(O)CN1C(=O)N(CN2C(=O)N(CC(O)CN(C)C)C(=O)C2(C)C)C(C)(C)C1=O (stereo unspecified)	-11	-0.9	1.4	-2	3	24	0.4	15	-1.5
CCOc1cc(C(=O)NCc2ccc(-c3nc4ccccc4o3)cc2)cc(OCC)c1OCC	-7	-1.6	-0.4	-6	-1	-10	-1.3	14	1.4
O=C(CSc1ncn[nH]1)Nc1ccc2c(c1)OCCO2	3	2.3	-0.9	-4	3	11	1.5	0	-0.3
O=C(Cn1c(-c2cncs2)nc2ccccc21)NCc1ccccc1	-2	-1.1	-0.8	2	-7	1	0.6	-4	0.1
O=C(Nc1ncc2c(n1)CC(c1ccco1)CC2=O)c1ccc(Cl)cc1 (stereo unspecified)	-9	-4.5	0.1	-2	-11	-4	-1.7	13	0.7
CC(C)=CCN1CCN(Cc2ccc(N3CCNC3=O)cc2)CC1CCO (stereo unspecified)	-8	3.6	2.1	1	7	22	0.7	-6	-3.3
O=C(NC(=S)N1CCCCC1c1cccnc1)c1ccc(Br)cc1 (stereo unspecified)	-5	-2.7	-0.2	-7	-27	12	-0.7	2	-8.8
CCSc1nnc(NC(=O)c2cc(OC)c(OC)c(OC)c2)s1	-9	-7.8	-0.4	4	-14	11	-0.8	4	-3.4
CC(=O)c1ccc(S(=O)(=O)NC2CCCCCCC2)cc1	-1	-0.1	4.2	-9	-28	24	2.4	18	-3.8
CC(C)CC(NC(N)=O)C(=O)OCC(=O)NC(=O)NC1CCCC1 (stereo unspecified)	10	-2.7	1.1	-4	-9	-3	1.1	3	-1.3
CCOC(=O)N1CCN(C(=O)C(=O)Nc2ccc3nc4n(c(=O)c3c2)CCCCC4)CC1	1	-5.8	-0.4	1	-22	-17	-0.6	1	-3.8
COC(=O)C(C(=O)OC)C(C)C(C(=O)OC)C(=O)OC	-5	2.4	0.5	-3	-2	7	0.2	6	-1.6
COC(=O)c1nn(-c2ccccc2)ccc1=O	-10	-4.9	0.1	-1	5	17	-0.5	-3	-0.7
CCN(Cc1ccccc1)C(=O)CCS(=O)(=O)c1cc2c(cc1Cl)NC(=O)CO2	2	-3.4	7.5	nt	-23	-4	-0.2	3	-3.0
O=C(OCc1ccccc1)c1cccc(-c2nnc(-c3ccccc3)o2)c1	5	0.0	-0.2	-4	-4	-32	-0.1	-2	-0.6

Following part:
SMILES	GPR7 antag	IMP-1 inh	V1R ag counter	GalR3 antag	DNA FID counter	PHOSPHO1 block	OXTR ag	NS3 helicase inh	VIM-2 inhibitor
O=C(c1ccco1)N1CCCSC1=Nc1ccccc1	-8	-1.9	0.7	-3	-3	-56	0.8	3	-4.5
COc1cccc(NC(=O)Nc2cc(C)ccc2OC)c1	-9	-0.9	-1.1	-6	-1	22	-2.6	-4	-0.8
O=C(Cn1ncc2c([nH]c3ccccc32)c1=O)N1CCN(c2ccccc2F)CC1	5	2.7	3.5	-4	-10	43	0.9	22	2.0
Cn1c(-c2ccc3ccccc3n2)nc2cnccc21	-5	-4.9	-0.1	-3	-6	14	-2.6	-2	-1.9
CCc1nnc(NC(=O)c2ccc(-c3ccccc3Cl)o2)s1	-3	-3.2	-0.1	-2	-2	19	-0.5	4	-2.4
CCOC(=O)N1CCN(S(=O)(=O)c2cc(Cl)ccc2Cl)CC1	7	-1.1	-1.1	-2	-15	-17	-1.5	-18	0.3
O=C(CNC(=O)c1cccs1)NCC(=O)OCC(=O)c1ccccc1	3	-0.8	1.0	-6	-1	10	0.2	11	0.3
CCn1c(SCC(=O)Nc2sc(C)c(C)c2C#N)nnc1C1CC1	-3	0.1	0.4	-2	-24	20	-0.4	-8	0.6
COc1ccc(CNS(=O)(=O)c2ccc(-c3cc(C)no3)cc2)cc1	-9	-1.7	6.1	-11	-10	2	2.5	-8	-3.0
Cc1ccc(/C=N/NC(=O)c2nnn(-c3nonc3N)c2CSc2ccccc2)o1	3	-0.2	4.4	-4	-26	18	2.2	-2	-2.7
